# Screening results (PubChem)
# SNCA expr inh = Primary qHTS assay for inhibitors of alpha-synuclein gene (SNCA) expression; HEK-293 SNCA-luciferase knock-in, luminescence, 24 h; Potency, µM (titrated, usually from 57.2 µM), without a hit: top-dose activity change, negative = inhibition, hits mostly inhibitors; hit rate 0.17% among 140,000; AID 1671194, 2021;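 further: potency means the concentration at half of the fitted maximal effect; plate controls were DMSO cells for no effect and cell-free wells for full effect; nearly all actives have a fitted effect of over 45% in size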
# NIH3T3 tox = Cytotoxic Profiling in NIH 3T3 Cell Line of Diverse Libraries Using Quantitative High-Throughput Screening; AID 1345082, 2018; NIH 3T3 viability, CellTiter-Glo ATP luminescence, 48-72 h; hit rate 4.3% among 94,000; Potency, µM (doses to about 96.7 µM), inactives show at the highest dose activity change, negative = cytotoxicity, usual class: inhibitors; further: potency means the concentration at half of the fitted maximal effect; nearly all actives have a fitted effect of over 55% in size
#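 Viability of NIH 3T3 cells after 48 or 72 hr compound treatment at 37 °C was assessed by CellTiter-Glo, with luminescence imaged following a 10 min room-temperature step.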
# GPT2 inh = Primary qHTS assay for inhibitors of Glutamate pyruvate transaminase 2 (GPT2); AID 1671188, 2021; Alanine aminotransferase 2 (Homo sapiens), Q8TD30; Recombinant GPT2, coupled pyruvate oxidase/HRP Amplex Red fluorescence; Potency, µM (highest dose often 57.7 µM), without a hit: at the top dose activity change, negative = inhibition, most hits filed as inhibitors; hit rate 0.25% among 100,000; further: potency means the concentration at half of the fitted maximal effect; nearly all actives have a fitted effect of over 60% in size; many of its hits are not listed in these tables
#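 Fluorescence read-out: pyruvate from GPT2 turnover coupled to pyruvate oxidase, HRP and Amplex Red (0.2mM ThPP, 0.2U/mL PO and HRP, 50uM Amplex final). Substrates 250uM a-KG, 2mM L-alanine; enzyme 10ng/uL; 30 min RT.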
# HEK293 viab = GF-AFC viability counterscreen for inhibitors of alpha-synuclein gene (SNCA) expression; HEK-293-SNCA-luc viability, GF-AFC fluorescence, 24 h; hit rate 0.12% among 150,000; Potency, µM (doses to about 57.1 µM), for inactives: at the highest dose activity change, negative = cytotoxicity, usual class: cytotoxic;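 further: potency means the concentration at half of the fitted maximal effect; 0% = DMSO-treated cells and -100% = medium-only wells without cells; nearly all actives have a fitted effect of over 30% in size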
#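 HEK-293-SNCA-luc cells (1500/well) plated 24 h, then exposed 24 h to a dilution series; GF-AFC added 30 min at 37C, fluorescence 405/540 nm; normalised to medium-only and DMSO wells, Hill fit.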
# HEK293 tox = Cytotoxic Profiling in HEK 293 Cell Line of Diverse Libraries Using Quantitative High-Throughput Screening; HEK 293 viability, ATP luminescence (CellTiter-Glo), 48-72 h; Potency, µM (titrated, usually from 115 µM), inactives show top-dose activity change, negative = cytotoxicity, actives largely listed as inhibitors; hit rate 6.6% among 94,000; AID 1345083, 2018; further: potency means the concentration at half of the fitted maximal effect; nearly all actives have a fitted effect of over 60% in size
#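 Read-out: CellTiter-Glo ATP luminescence. Cells: HEK 293, 250 cells/well. Exposure: 48 or 72 hr, 37 degree Celsius.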
# IP6K1 inh = Primary qHTS assay for small molecule inhibitors of Inositol hexaphosphate kinase 1 (IP6K1). Inositol hexakisphosphate kinase 1 (Homo sapiens), Q92551. IP6K1 kinase, ADP-Glo luminescence, 2 h; hits give low values. activity change, % (series mostly up to about 58 µM). hit rate 0.81% among 140,000. AID 1645851, 2021; in the data active means activity change below about -25%
# Target sequence (Q92551 whole entry, looked up): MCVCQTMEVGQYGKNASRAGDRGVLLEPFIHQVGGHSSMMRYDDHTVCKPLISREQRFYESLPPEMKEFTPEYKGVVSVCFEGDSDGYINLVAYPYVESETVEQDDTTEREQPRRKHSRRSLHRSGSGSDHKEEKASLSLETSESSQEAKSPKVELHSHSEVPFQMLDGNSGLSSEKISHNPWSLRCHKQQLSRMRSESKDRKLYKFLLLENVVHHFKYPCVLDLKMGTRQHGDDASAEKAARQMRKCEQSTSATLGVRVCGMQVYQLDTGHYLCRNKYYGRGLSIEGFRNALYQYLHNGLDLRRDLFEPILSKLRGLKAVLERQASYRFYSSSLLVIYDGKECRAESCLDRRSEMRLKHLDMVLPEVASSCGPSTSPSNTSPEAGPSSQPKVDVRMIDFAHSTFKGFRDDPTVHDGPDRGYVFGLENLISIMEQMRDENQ
#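 ADP-Glo luminescence measures ADP made by human IP6K1 during a 2 h RT reaction with ATP/IP6 (mix at 1.3 mM/130 uM); top library doses 57.5 and 19.1 uM final.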
# Luciferase inh = Firefly luciferase inhibition profiling of diverse chemical library using quantitative high-throughput screening | Luciferin 4-monooxygenase (Photinus pyralis), P08659 | purified P. pyralis luciferase, luminescence, biochemical | Potency, µM (highest dose often 115 µM), for inactives: at the top dose activity change, negative = inhibition, usual class: inhibitors | hit rate 2.5% among 76,000 | AID 1347043, 2019; further: potency means the concentration at half of the fitted maximal effect; nearly all actives have a fitted effect of over 65% in size
# Target sequence (P08659 whole entry, looked up): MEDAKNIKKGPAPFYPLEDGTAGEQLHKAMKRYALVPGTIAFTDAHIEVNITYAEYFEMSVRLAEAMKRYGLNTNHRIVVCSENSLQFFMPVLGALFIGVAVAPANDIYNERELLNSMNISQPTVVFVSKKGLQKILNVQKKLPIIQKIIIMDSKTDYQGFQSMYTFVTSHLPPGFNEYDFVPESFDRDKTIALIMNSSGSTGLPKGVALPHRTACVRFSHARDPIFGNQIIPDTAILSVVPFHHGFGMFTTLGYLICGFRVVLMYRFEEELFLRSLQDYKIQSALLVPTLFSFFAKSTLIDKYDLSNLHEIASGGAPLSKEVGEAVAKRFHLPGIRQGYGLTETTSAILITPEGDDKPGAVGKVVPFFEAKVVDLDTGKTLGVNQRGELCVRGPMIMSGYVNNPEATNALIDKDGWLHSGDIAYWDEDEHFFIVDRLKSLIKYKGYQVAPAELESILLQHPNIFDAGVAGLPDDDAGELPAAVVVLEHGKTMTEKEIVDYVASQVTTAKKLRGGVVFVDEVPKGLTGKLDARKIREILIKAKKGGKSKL
#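 Purified 10nM P. pyralis luciferase with 10uM D-luciferin and 10uM ATP in 50mM Tris acetate pH 7.5, 10mM Mg acetate, 0.01% Tween-20, 0.05% BSA. qHTS titration; luminescence read by CCD imager.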
# * marks the source's active call; other numbers are inactive results; i = inactive; ? = inconclusive; . = no result given; [ ] = remark or other dose. Unless noted, the call rests on the fitted dose curve; in most records, active means well fitted curve in the direction sought with a large enough effect; inconclusive means small, poorly fitted or top-dose-only effect, or another doubt; inactive means no such curve, though single readings can be large; an effect the other way counts as inactive or inconclusive. Unless noted, on the % scale 0 is the no-effect control and ±100 the full control effect.
# Values run as follows: SNCA expr inh | NIH3T3 tox | GPT2 inh | HEK293 viab | HEK293 tox | IP6K1 inh | Luciferase inh
- Cn1nccc1OCc1cn2c(=O)n(C)cc(-c3cccc(OCc4ccccc4)c3)c2n1
 : ? | ? | ? | ? | ? | -4.2 | -32.6%[172 µM]
- CN1CC(=O)N(c2ccccc2)Cc2c(NC3CCCC3)ncnc21
 : -5.9%[87.6 µM] | -26.1%[138 µM] | i | 7.7%[87.6 µM] | -4.2%[172 µM] | 1.6 | 3.3%[172 µM]
- COc1ccc(-c2ccc(C(=O)NCCCn3ccnc3C(C)C)cn2)cc1
 : 15.1% | ? | -14.9%[11.5 µM] | -1.4% | ? | 52.2 | -9.1%
- NCc1cccc(-c2ccc(OC(F)(F)F)cc2)c1
 : 73.9%[activator][87.6 µM] | 31.6µM* | -3.7%[88.5 µM] | -10.5%[87.6 µM] | 39.8µM* | -8.0 | .
- Cc1cc2c(cc3c(SCc4nc(-c5ccccc5)oc4C)nnc(C)n32)o1
 : -4.6% | . | . | 0.9% | . | 0.2 | .
- CCNC(=O)c1c(C)oc2c1CN(C(=O)CC)CC2
 : -11.8% | -3.6% | -21.6% | 2.2% | -20.7% | 8.5 | -8.2%
- COc1ccc(NC(=O)c2sc3nc(C)c(C(=O)Nc4ccc(C)cc4C)c(-c4sccc4C)c3c2N)cc1
 : 6.8% | . | . | 3.6% | . | -3.4 | .
- O=C(C1CC1)N1CCCN(c2ccnc3ccnn23)CC1
 : 17.8%[87.6 µM] | -28.5%[138 µM] | i | 4.6%[87.6 µM] | -16.9%[172 µM] | 7.7 | .
- Cn1cc(-c2cccc(COc3ccc4c(cnn4CC[S+](C)(=O)[O-])c3)c2)cn1
 : 86.1%[activator][87.6 µM] | ? | 3.5%[88.5 µM] | 0.0%[87.6 µM] | ? | 0.6 | 5.62µM*
- CC(=O)N1CC2(CCN(Cc3c[nH]c4ccccc34)CC2)Cc2ccccc21
 : ? | ? | -32.2% | -26.3% | ? | 8.2 | .
- CC(C)c1noc(CN2CCCC(c3nccn3Cc3ccccc3)C2)n1 (stereo not drawn)
 : 5.5% | ? | ? | 4.9% | -6.8% | 7.9 | 0.0%
- Cc1cnc(C2CCC2)n1CC1CCN(C(=O)COCc2ccccc2)C1 (stereo not drawn)
 : 13.5% | -23.1% | -5.9% | 1.5% | -15.7% | 16.1 | .
- C[S+](=O)([O-])NC1CCN(c2ccnc3ccnn23)CC1
 : -2.4%[87.6 µM] | -12.5%[138 µM] | i | 3.8%[87.6 µM] | -2.1%[172 µM] | 0.2 | .
- COC(=O)[C@@H]1Cc2ncn(Cc3ccc(Cl)cc3)c2CN1Cc1cccc(C#N)c1
 : ? | ? | i | ? | 63.1µM* | 5.5 | -6.0%[172 µM]
- COc1cccc(C(=O)N2CCC(n3cc(-c4nc(C)no4)nn3)CC2)c1
 : -18.7% | -24.1% | i | 1.0% | -3.3% | 31.3 | 8.5%
- COc1ccc(CN2CCCC3(Cc4ccccc4CNC3=O)C2)cc1 (stereo not drawn)
 : -0.4% | ? | i | 10.3% | -25.0% | 1.1 | .
- CCN1CC(C(=O)N2CCC(Sc3ccc(C)cc3)CC2)CC1=O (stereo not drawn)
 : 5.7% | ? | 1.2% | -4.3% | ? | -9.9 | -3.2%
- CCOc1ccc(C(c2c(O)cc(C)n(CCOC)c2=O)N2CCN(c3ccccc3F)CC2)cc1 (stereo not drawn)
 : 2.3% | . | . | 2.9% | . | 11.0 | .
- CN1CC(=O)N(C2CCNCC2)Cc2c(NC3CCCCC3O)ncnc21 (stereo not drawn)
 : -6.7% | -20.2% | ? | 7.4% | -28.3% | -4.2 | .
- CCc1noc(-c2cn(C3CCCN(C(=O)c4cc(Cl)ccc4F)C3)nn2)n1 (stereo not drawn)
 : -16.7% | ? | i | -16.6% | ? | 7.1 | 0.7%

# The list continues:
# Values run as follows: SNCA expr inh | NIH3T3 tox | GPT2 inh | HEK293 viab | HEK293 tox | IP6K1 inh | Luciferase inh
- COc1ccc(CCC(=O)NCCC2CCN(C(=O)Nc3ccc(C)cc3)CC2)cc1
 : 38.0%[activator] | -7.0% | -14.8% | -4.5% | 1.2% | 1.0 | 0.0%
- CCN(CC)c1ncccc1CNC(=O)Nc1ccc2c(c1)OCO2
 : 135.9%[activator] | -20.9% | i | 9.2% | -14.6% | 10.1 | ?
- CC(C)N1CCN(C2CCOC3(CCN(C(=O)COc4ccccc4)CC3)C2)CC1 (stereo not drawn)
 : -1.0% | -10.5% | i | 6.6% | 1.0% | -1.3 | 6.6%
- CCOC(=O)c1cccc(NC(=O)C2CCN(S(=O)(=O)c3c(C)noc3/C=C/c3ccc(C)cc3)CC2)c1
 : 127.3%[activator] | . | . | 19.4% | . | 4.4 | .
- O=C(C1CCC(Cn2c(=O)c3sccc3n(Cc3ccccc3F)c2=O)CC1)N1CCCCC1 (stereo not drawn)
 : 25.1µM* | . | . | -18.8% | . | 47.5 | .
- Cc1ccc(-n2ncc3c(=O)n(Cc4cccc(C(F)(F)F)c4)cnc32)cc1C
 : -16.3% | . | . | 0.3% | . | -5.0 | .
- CN(C)C(=O)c1ccc(-c2ncc3c(n2)OCCN(CC2CC2)C3=O)cc1
 : 16.3%[87.6 µM] | ? | 0.4%[88.5 µM] | -14.6%[87.6 µM] | i | -3.9 | ?
- Cc1cc(C(=O)N2CC(c3nnc(C(C)C)o3)C3(CCOCC3)C2)n(C)n1 (stereo not drawn)
 : 0.9% | -4.4% | -8.9% | 9.6% | -5.3% | 2.4 | 4.5%
- CCOc1ccc(CC(=O)N2CCC3(CC2)N=C(c2ccccc2)NO3)cc1
 : -8.9% | ? | i | 0.4% | ? | -18.7 | -5.9%
- Cc1ccc2oc(=O)c3cnn(CC(=O)N(C)c4ccc(F)cc4)c3c2c1
 : -10.5% | . | . | 3.2% | . | -10.0 | .
- CC(C)(C)c1ccc(-c2cc(C[C@H]3CNCC[C@H]3CC(=O)NCc3ccc(F)cc3)no2)cc1
 : -5.0% | 25.1µM* | i | -2.7% | 28.2µM* | -4.4 | 12.6%
- COc1cccc(-c2ccc(C(=O)NCCNC(=O)c3ccc(Cl)nc3)cc2)c1
 : . | -13.4% | . | . | ? | 1.8 | .
- CCCN(CCC)C(=O)Cn1c(=O)n(-c2ccc(Cl)c(Cl)c2)c(=O)c2c(C)c(C(=O)N(C)C)sc21
 : 0.6% | . | . | 10.0% | . | -6.5 | .
- O=C(NCc1cccs1)c1cc(C2CC2)nc2onc(C3CCCNC3)c12 (stereo not drawn)
 : 11.7% | -19.6% | i | -5.6% | ? | 14.5 | .
- COc1ccc(OC)c(S(=O)(=O)N2CCCCCCNC(=O)CC2)c1
 : -2.9% | -11.5% | i | -6.0% | -7.4% | 5.9 | 5.2%
- Clc1ccc(-c2cnc([C@@H]3COCCN3)[nH]2)cc1
 : 14.2%[87.6 µM] | ? | -16.4%[88.5 µM] | 0.1%[87.6 µM] | ? | 16.6 | -11.7%[230 µM]
- COc1ccc(NC(=O)c2ccco2)cc1NC(=O)COc1cc(C)cc(C)c1
 : -4.1% | . | . | 0.8% | . | 4.0 | .
- COc1cccc(C(=O)Nc2cccc(NC(=O)c3ccc(Cl)cc3Cl)c2)c1
 : 13.4% | . | . | -3.5% | . | 35.0 | .
- COc1ccc2[nH]cc(CCNC(=O)c3ccc(N4CC5CC(C4)[C@H]4CCCC(=O)N4C5)nc3)c2c1 (stereo partly drawn)
 : 6.2% | -28.6% | -1.3% | -1.9% | -18.3% | 12.3 | -9.4%
- Cn1nc(C2CCN(C(=O)COc3ccc(F)cc3)CC2)c2c1CCOC2
 : 3.1% | -14.8% | i | 6.0% | 4.0% | -3.7 | -7.5%

# Other entries follow.
canonical_smiles,SNCA expr inh,NIH3T3 tox,GPT2 inh,HEK293 viab,HEK293 tox,IP6K1 inh,Luciferase inh
Cc1cn2nc(C(=O)N3CCC(NC(=O)c4ccc5ccccc5n4)CC3)cc2c(=O)[nH]1,31.3%[activator],?,3.4%,-18.6%,?,-16.1,-12.4%
CCCS(=O)(=O)Nc1cc(-c2cn3ccc(C)cc3n2)ccc1C,102.9%[activator],.,.,-12.1%,.,-6.9,.
COc1ccc(S(=O)(=O)N(C(=O)c2ccncc2)c2ccc3oc(C)c(C(C)=O)c3c2)cc1,?,.,.,-3.5%,.,-13.2,.
O=C(NCCOc1ccccc1)c1nc2c(o1)CCN(CC1CCCCC1)CC2,10.1%[87.6 µM],79.4µM*,1.4%[88.5 µM],-5.9%[87.6 µM],100µM*,8.0,-7.1%[172 µM]
C[C@H]1[C@@H]2[C@@H](O)C([C@H](C)C(=O)NCc3ccccn3)CC[C@@]2(C)CC[C@@H]1NC(=O)C1CC1 (stereo partly drawn),41.0%[activator][87.6 µM],?,?,1.8%[87.6 µM],-8.6%[172 µM],-0.4,-6.4%[172 µM]
COc1ccc(CN2CCCC23Cc2ccccc2CNC3=O)cc1 (stereo not drawn),-5.6%,-0.9%,i,2.6%,-11.5%,-7.3,.
Cc1cc(C)cc(-c2ccc(CN3CCCC3C(=O)Nc3ccccc3F)cc2)c1 (stereo not drawn),-6.0%,-36.7%,-0.3%,-19.6%,?,-3.5,.
COC[C@H]1C[C@@H](NC2CCN(C(C)=O)CC2)[C@H](O)[C@@H]1O,8.6%[87.6 µM],i,-4.6%[88.5 µM],5.4%[87.6 µM],i,-11.7,-0.1%[230 µM]

# At a glance, part of the list above:
canonical_smiles,SNCA expr inh,NIH3T3 tox,GPT2 inh,HEK293 viab,HEK293 tox,IP6K1 inh,Luciferase inh
O=C(NCCOc1ccccc1)c1nc2c(o1)CCN(CC1CCCCC1)CC2,10.1%[87.6 µM],79.4µM*,1.4%[88.5 µM],-5.9%[87.6 µM],100µM*,8.0,-7.1%[172 µM]
C[C@H]1[C@@H]2[C@@H](O)C([C@H](C)C(=O)NCc3ccccn3)CC[C@@]2(C)CC[C@@H]1NC(=O)C1CC1 (stereo partly drawn),41.0%[activator][87.6 µM],?,?,1.8%[87.6 µM],-8.6%[172 µM],-0.4,-6.4%[172 µM]
COc1ccc(CN2CCCC23Cc2ccccc2CNC3=O)cc1 (stereo not drawn),-5.6%,-0.9%,i,2.6%,-11.5%,-7.3,.
Cc1cc(C)cc(-c2ccc(CN3CCCC3C(=O)Nc3ccccc3F)cc2)c1 (stereo not drawn),-6.0%,-36.7%,-0.3%,-19.6%,?,-3.5,.

# Not all compounds are listed, so the mix of outcomes need not match the whole.
